# Screens: PubChem BioAssay, The Scripps Research Institute Molecular Screening Center
# PAFAH1B3 FP inh: inhibitors of human PAFAH1B3; inhibition, % at 3.39 µM; AID 492972; recombinant PAFAH1B3, FP-rhodamine probe, fluorescence polarization; 340,000 tested, 0.28% active; Q15102;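 active = inhibition above the screen-wide average of all tested compounds plus 3 SD, cut at about 25% in these data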;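 note: 0% = enzyme with DMSO only and 100% = wells lacking PAFAH1B3 protein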
# PREPL inhibitor: human PREPL enzyme inhibition. inhibition, % at 5.96 µM. 320,000 tested, 0.68% active. Q4J6C6. recombinant PREPL, fluorescence polarization activity-based probe; in the data active = inhibition above about 43%;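 note: 0% = enzyme with DMSO and 100% = wells lacking enzyme; many of its hits are not listed in these tables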
# Target sequence (Q4J6C6 whole entry, looked up): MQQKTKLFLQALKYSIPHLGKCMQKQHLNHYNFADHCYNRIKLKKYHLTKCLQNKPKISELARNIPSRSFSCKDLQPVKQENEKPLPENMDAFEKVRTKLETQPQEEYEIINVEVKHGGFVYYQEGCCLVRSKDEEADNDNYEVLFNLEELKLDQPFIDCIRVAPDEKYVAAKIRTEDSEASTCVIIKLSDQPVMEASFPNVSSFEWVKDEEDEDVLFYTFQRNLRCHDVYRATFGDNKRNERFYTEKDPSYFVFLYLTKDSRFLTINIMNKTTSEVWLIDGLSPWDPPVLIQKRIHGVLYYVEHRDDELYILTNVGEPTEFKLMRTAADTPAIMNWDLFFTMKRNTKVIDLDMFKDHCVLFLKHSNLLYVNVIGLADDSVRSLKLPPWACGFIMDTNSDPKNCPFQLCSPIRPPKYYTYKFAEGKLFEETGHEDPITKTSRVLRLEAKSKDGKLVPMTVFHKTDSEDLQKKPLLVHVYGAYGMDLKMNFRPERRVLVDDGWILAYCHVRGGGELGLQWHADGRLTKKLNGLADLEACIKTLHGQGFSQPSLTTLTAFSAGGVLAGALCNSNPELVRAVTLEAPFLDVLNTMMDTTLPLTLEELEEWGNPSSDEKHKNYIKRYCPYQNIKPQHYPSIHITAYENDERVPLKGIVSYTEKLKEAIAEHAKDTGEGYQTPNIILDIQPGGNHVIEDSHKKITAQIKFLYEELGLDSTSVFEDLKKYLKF
# pPAFAH FP inh: inhibitors of human plasma PAF acetylhydrolase (pPAFAH); Q13093; recombinant pPAFAH, FP-rhodamine probe fluorescence polarization; inhibition, % at 3.39 µM; 330,000 tested, 1.5% active; AID 463082;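 active = inhibition above the mean inhibition across the screen plus 3 SD, cut at about 25% in these data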;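 note: inhibitors block binding of the rhodamine activity-based probe so polarization drops; 0% = enzyme with DMSO and 100% = wells lacking pPAFAH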
# PAD4 FP inh: PAD4 (human) enzyme inhibition; Q9UM07; recombinant PAD4, RCA probe fluorescence polarization; inhibition, % at 6.36 µM; 330,000 tested, 0.41% active; AID 485272;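 active = percent inhibition above a cutoff equal to the mean of all tested compounds plus 3 SD, cut at about 15% in these data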;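 note: 0% = PAD4 with RCA probe and DMSO and 100% = probe without PAD4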
# LYPLA1 inh: counter-screen for PME1 inhibitors: inhibitors of human LYPLA1; O75608; recombinant LYPLA1, FP-Rh probe fluorescence polarization; inhibition, % at 5.9 µM; 320,000 tested, 0.16% active; AID 2174;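 active = inhibition above the mean of all tested compounds plus 3 SD, set per campaign, cut at about 14% in these data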;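 note: inhibitors block serine hydrolase probe labeling of LYPLA1 so polarization falls; 0% = enzyme with DMSO and 100% = wells lacking LYPLA1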
# Target sequence (O75608 whole entry, looked up): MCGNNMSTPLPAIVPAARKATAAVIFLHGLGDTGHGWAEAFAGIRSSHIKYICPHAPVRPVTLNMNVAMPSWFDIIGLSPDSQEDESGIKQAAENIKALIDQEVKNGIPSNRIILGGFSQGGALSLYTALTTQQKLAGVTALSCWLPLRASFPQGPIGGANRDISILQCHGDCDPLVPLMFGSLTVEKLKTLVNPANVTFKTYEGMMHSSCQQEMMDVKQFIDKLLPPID
# GSTO1 inh: blocks human GSTO1 in RBBP9 counter-screen. recombinant GSTO1, activity-based probe fluorescence polarization. inhibition, % at 5.96 µM. 300,000 tested, 1.1% active;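 active = inhibition above the campaign mean inhibition plus 3 SD, cut at about 35% in these data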;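 note: 0% = GSTO1-1 with DMSO and 100% = wells lacking GSTO1-1 enzyme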
# PAFAH2 inh: inhibitors of human PAFAH2. Q99487. recombinant PAFAH2, FP-rhodamine activity probe, fluorescence polarization. inhibition, % at 3.39 µM. 340,000 tested, 0.99% active. AID 492956;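 active = inhibition above the mean over all tested compounds plus 3 SD, cut at about 30% in these data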;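 note: inhibitors block probe labeling of enzyme so polarization drops; 0% = enzyme with DMSO and 100% = wells lacking PAFAH2 protein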
# LYPLA2 inh: blocks human lysophospholipase 2, a PME1 counter-screen. O95372. recombinant LYPLA2, FP-Rh probe fluorescence polarization. inhibition, % at 5.9 µM. 320,000 tested, 0.38% active;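 active = inhibition above the screen-wide mean plus 3 SD, limit set per campaign, cut at about 26% in these data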;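 note: 0% = LYPLA2 with DMSO and 100% = wells lacking LYPLA2 enzyme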
# PAFAH1B2 inh: PAFAH1B2 (human) inhibition. inhibition, % at 3.39 µM. recombinant PAFAH1B2, FP-rhodamine activity probe, fluorescence polarization. P68402. 340,000 tested, 1.2% active;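 active = inhibition above the mean of all tested compounds plus 3 SD, cut at about 24% in these data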;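 note: 0% = enzyme with DMSO and 100% = wells lacking PAFAH1B2; many of its hits are not listed in these tables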
# * marks the source's active call; other numbers are inactive results; nt = not tested or not shown.
SMILES,PAFAH1B3 FP inh,PREPL inhibitor,pPAFAH FP inh,PAD4 FP inh,LYPLA1 inh,GSTO1 inh,PAFAH2 inh,LYPLA2 inh,PAFAH1B2 inh
O=C(c1cc2ccccc2oc1=O)N1CCSC1c1ccco1 (stereo unspecified),3,0,0,2,-2,1,-2,-5,0
O=C(CSc1ccccc1)Nc1ccccc1C(=O)O,1,1,4,-1,-1,-6,4,10,10
COc1ccccc1CN1CC(C(=O)NCCc2cn[nH]c2)CCC1=O (stereo unspecified),13,2,-4,0,-8,-3,-4,-4,7
CCCCN(C(=O)c1cccc(-n2cccc2)c1)c1c(N)n(Cc2ccccc2)c(=O)[nH]c1=O,-5,-6,33*,-5,-4,58*,7,-8,2
O=C(CCS(=O)(=O)c1ccccc1)Nc1ccc(N2CCN(Cc3ccccc3)CC2)cc1,-5,21,2,-4,0,nt,3,4,0
CC(C)(C)c1nc(SCC(=O)Nc2ccc(N3CCOCC3)cc2)c2ccccc2n1,2,15,6,0,1,2,8,6,-2
COc1ccc(NC(=O)c2cc(=O)c3ccccc3o2)cc1Cl,1,2,3,0,3,-1,0,5,-4
CCCCC(CCC(=O)O)(C(=O)OCC)c1csc(Nc2ccc(C)cc2)n1 (stereo unspecified),4,-5,11,-1,0,6,16,2,5
Cc1cccc(CN2CCC(C(N)=O)CC2)c1,0,7,-3,0,-2,8,4,-9,4
N#C/C(=C\c1c(F)cccc1Cl)c1nn(-c2ccccc2)c(-n2cccc2)c1C#N,-3,6,-5,11,-7,-10,-5,-14,1
CCC1(c2ccc(Cl)cc2)NC(=S)N(c2ccccc2)N1 (stereo unspecified),4,9,5,6,0,-4,-1,8,-5
COc1ccc(N(CC(=O)N/N=C/c2cccs2)S(=O)(=O)c2ccc(OC)c(OC)c2)cc1,7,-69,3,2,-4,7,1,-3,4
Cc1cccc(-n2nc3c([n+]2[O-])CCc2nonc2-3)c1C,7,5,1,-3,1,-2,-1,10,-4
Cc1cccc2sc(NC(=O)C3CCCN(S(=O)(=O)c4cccc5nonc45)C3)nc12 (stereo unspecified),4,0,2,-10,-5,-11,5,-10,2
CCc1ccc(C(C)NC(=O)COC(=O)c2ccc(-n3cnnn3)cc2)cc1 (stereo unspecified),1,6,-1,-5,nt,nt,6,nt,-4
CCOC(=O)CC(=O)CSc1nc(-c2cccnc2)ccc1C#N,5,8,-4,-6,-2,19,-5,-7,4
Cc1cccc(CCNC(=O)CCNC(=O)Cn2ccc3ccccc3c2=O)c1,2,0,-5,-3,0,-2,-3,3,5
CCc1c(C)sc(NC(=O)Cc2ccccc2OC)c1C(=O)N1CCOCC1,2,2,-5,-8,-2,1,2,-1,1
O=C1CSC(c2ccc(Cl)cc2)N1 (stereo unspecified),0,2,4,2,-2,1,-7,0,21
COc1ccc(Br)cc1S(=O)(=O)NCCCN1CCOCC1,5,10,7,-2,-1,-2,1,1,2
COc1ccc(OC)c(/C=C/C(=O)OCC(=O)NCc2ccco2)c1,7,21,0,-8,1,nt,40*,-2,1
Cc1cc(C)nc(NC(=O)c2cccc([N+](=O)[O-])c2)c1,-6,2,5,0,2,1,-8,4,-9
CC(C)c1ccc(NC(=S)NN2CCN(C)CC2)cc1,7,-12,-1,-1,-1,11,-2,-2,-5
Cc1c(C(=O)c2ccc(Cl)c(Cl)c2)cnc2cc3c(cc12)OCO3,7,18,7,2,-3,-5,-10,1,10

# Fetched by structure from the list above:
SMILES,PAFAH1B3 FP inh,PREPL inhibitor,pPAFAH FP inh,PAD4 FP inh,LYPLA1 inh,GSTO1 inh,PAFAH2 inh,LYPLA2 inh,PAFAH1B2 inh
Cc1cccc(CCNC(=O)CCNC(=O)Cn2ccc3ccccc3c2=O)c1,2,0,-5,-3,0,-2,-3,3,5
Cc1cccc(-n2nc3c([n+]2[O-])CCc2nonc2-3)c1C,7,5,1,-3,1,-2,-1,10,-4
CCOC(=O)CC(=O)CSc1nc(-c2cccnc2)ccc1C#N,5,8,-4,-6,-2,19,-5,-7,4

# Carrying on.
SMILES,PAFAH1B3 FP inh,PREPL inhibitor,pPAFAH FP inh,PAD4 FP inh,LYPLA1 inh,GSTO1 inh,PAFAH2 inh,LYPLA2 inh,PAFAH1B2 inh
N#Cc1ccccc1S(=O)(=O)N1CCN(CC(=O)NC(=O)NC2CCCCC2)CC1,4,2,-3,-1,-4,15,3,-7,-1
Cc1ccc2cc(C#N)c(N3CCN(C(=O)c4ccccc4)CC3)nc2c1,8,2,-2,0,-2,-7,-2,0,3
O=C(c1ccco1)N1CCN(S(=O)(=O)c2ccccc2[N+](=O)[O-])CC1,-2,-1,2,-4,3,-5,7,-1,-1
COc1ccc(C(=O)NCC(c2cccnc2)N2CCN(c3ccc(F)cc3)CC2)cc1OC (stereo unspecified),0,-8,5,-5,2,-2,3,9,5
O=C(COC(=O)c1cccnc1Cl)c1ccc2c(c1)OCCO2,-5,-6,4,3,-2,6,2,1,2
COc1cccc(CNC(=O)CN2C(=O)c3ccccc3S2(=O)=O)c1,0,7,9,-3,1,7,2,6,3
O=c1cc[nH]c2c1ccc1cccnc12,4,5,-1,-2,0,12,-2,-2,2
CC(=O)N1N=C(c2ccc(Cl)cc2)CC1c1ccco1 (stereo unspecified),9,-3,-4,3,0,14,9,5,3
O=C(NCCS(=O)(=O)N1CCN(c2ccccc2F)CC1)c1ccc2c(c1)OCO2,2,-30,3,1,-1,-2,0,8,7
Cc1nn(-c2ccc(C(=O)O)cc2)c2c1C(=O)CC(C)(C)C2,0,3,-4,4,-7,-8,5,-6,4
Cc1cc(NC(=O)CSc2nnc(-c3ccc(O)cc3)o2)no1,1,12,-3,-3,3,-2,-3,5,2
CC1(C)NC(=O)N(CC(=O)OCC(=O)Nc2cc(S(=O)(=O)N3CCCCC3)ccc2Cl)C1=O,-1,-4,-4,2,0,4,-6,-8,1
COc1ccc(/C=C\c2onc(C)c2S(=O)(=O)N2CCC(C(=O)NCCC(C)C)CC2)cc1,0,2,0,0,-1,-9,-1,-3,2
Cc1[nH]c(C)c(S(=O)(=O)N2CCN(c3ccccc3)CC2)c1C(=O)N1CCCC1,4,-1,2,-8,-1,-1,0,0,0
COC(=O)CNC(=O)COC(=O)c1cc(F)c(F)cc1Cl,9,3,4,-2,1,2,-2,2,3
O=C(CN1C(=O)NC2(CCCCC2)C1=O)Oc1ccc2c(C(F)(F)F)cc(=O)oc2c1,8,0,3,2,-1,7,3,7,2
N#CCSc1nc2c(c(C3CC=CCC3)c1C#N)CCC2 (stereo unspecified),-6,4,9,-2,-1,-7,0,4,-3
Cn1c2c(c(=O)n(C)c1=O)C(c1ccccc1Cl)CC(=O)N2 (stereo unspecified),5,2,-1,-1,0,-3,4,8,-1
S=C(Nc1cccnc1)N1CCc2ccccc21,5,-4,5,0,0,0,-3,2,1
Cc1nn(CC(=O)Nc2ccc(N3CCOCC3)cc2)c(C)c1Cl,-3,0,5,-2,1,-3,-4,-5,2
Cc1cccc(NC(=S)N/N=C2/CCCCc3ccccc32)c1,-2,2,14,-6,-1,3,-2,3,8
COc1ccccc1-c1ccc(SCc2ccc(C)cc2)nn1,-1,24,7,0,1,0,0,5,2
CN(CCCN1c2ccccc2CCc2ccccc21)CC(=O)c1ccc(Cl)cc1,nt,37,8,0,1,3,nt,5,nt
O=C(/C=C/c1ccccc1)NCCSCc1ccccc1,6,-30,11,0,-3,-1,5,0,6
OC(CNC1CCCC1)COc1c(F)cc(Br)cc1F (stereo unspecified),3,-5,-2,-2,0,2,0,-2,1
COc1ccc(Cn2c(=O)[nH]c3cc(C(=O)NCCCN4CCCCCC4)ccc3c2=O)cc1,-3,8,-6,-8,-4,-9,-13,-4,0
COc1ccc([C@H]2CC(=O)C=C(c3ccc(C)cc3)C2)cc1OC,-2,-1,3,3,1,nt,-5,4,-1
O=C(NCc1ccco1)C1(S(=O)(=O)c2ccc(Cl)cc2)CC1,1,-1,5,-1,2,-1,8,4,-1
Cc1cc(Nc2ccccc2Br)n2nc(C)nc2n1,2,0,-1,-5,-3,1,-3,-1,-2
Cc1nc(C(=O)N(C)C)nn1-c1cc(Cl)cc(Cl)c1,3,-5,-7,-1,-5,-1,-1,2,-3
O=C(COc1cccc(F)c1)NNC(=O)Cc1ccc(S(=O)(=O)N2CCOCC2)s1,7,2,-7,-3,-2,nt,10,-4,6
CC(C)(C)NC(=O)C(c1ccc(O)cc1)N(Cc1ccco1)C(=O)Cn1nnc(-c2cccs2)n1 (stereo unspecified),1,0,2,-5,2,1,0,4,-1
CCn1c(O)c(N=NC(=O)CNC(=O)c2ccccc2F)c2ccccc21,1,8,2,-1,1,2,10,7,3
COCCCn1cnc2c(c1=O)c1nc3ccccc3nc1n2-c1ccc(C)cc1,-6,6,0,8,-6,-9,-2,-5,-4
COc1cccc(C(C(=O)NC(C)(C)C)N(C(=O)CCC(=O)Nc2cc(C)on2)C2CC2)c1OC (stereo unspecified),3,15,-2,-9,2,-2,-7,2,-4
CCN(CC(=O)NCc1ccc(Cl)cc1)S(=O)(=O)c1ccc(NC(C)=O)cc1,8,20,-5,1,-3,1,-5,1,5
O=S(=O)(c1ccc(Br)s1)N1CCN(CCOc2ccccc2)CC1,10,-13,0,-6,-2,nt,-1,0,16
O=C(Nc1cccc2ccccc12)c1ccc([N+](=O)[O-])o1,5,-19,5,-10,-2,6,4,3,-5
Nc1nccc(/C=C/c2c(Cl)cccc2Cl)n1,3,-28,7,-1,-3,8,0,3,-2
COCCCNC(NC(=O)c1ccc(Cl)cc1)C(Cl)(Cl)Cl (stereo unspecified),-1,2,9,-6,2,0,-4,9,3
Cc1cc(N/C(=N\S(=O)(=O)c2ccc(F)cc2F)c2ccccc2)no1,2,11,-3,-4,2,1,3,4,0
CCOc1ccc(OCCC(=O)OCC(=O)N2CCN(S(=O)(=O)c3ccc(C)cc3)CC2)cc1,3,17,4,8,0,20,0,2,8
CC(C)c1cccc(OCCCCN(C)C)c1,2,7,-2,-2,1,-1,2,2,0
CCN1CCN(c2ccc(S(=O)(=O)N3CCCCC3)cc2NC(=O)c2cccc(C)c2)CC1,8,-10,1,-2,1,2,8,0,-2
COc1ccc(CNc2ncc(-c3ccc(Cl)cc3)n2C)c(OC)c1OC,8,13,4,5,2,3,0,0,6
COc1ccc(C(=O)OCC(=O)NCCCc2ccccc2)cc1OC,1,7,7,0,0,-4,55*,-2,0
CN(C)S(=O)(=O)c1cccc(C(=O)Nc2cc(Cl)cc(Cl)c2)c1,-5,5,-5,-5,-26,-33,-10,-46,-3
CCSc1nnc(-c2cc(Br)ccc2N)c(=O)[nH]1,3,6,4,-1,0,2,4,13,2
Cc1cccc(OC2CCN(Cc3nc(CC4CC4)no3)CC2)c1,0,9,3,-1,5,5,-5,6,-2
CC(=O)Nc1ccc(OCC(O)CN2C(C)CCCC2C)cc1 (stereo unspecified),6,2,0,-3,1,-4,-2,2,1
Cc1cc(C)cc(C(=O)NC(CC(N)=O)c2ccc(NC3CCCCCCC3)c([N+](=O)[O-])c2)c1 (stereo unspecified),-2,12,1,-3,1,7,-3,11,2
CCCCC(CC)CNC(=O)CCS(=O)(=O)c1cccc2nonc12 (stereo unspecified),7,8,9,-3,0,-4,3,6,18
COc1ccccc1P(=O)(c1ccccc1)c1ccc([N+](=O)[O-])cc1 (stereo unspecified),12,-2,3,-2,5,-1,-1,6,7
C=CCOc1ccc(/C=N/NC(=O)C(=O)N2CCCCCC2)cc1OC,2,4,1,6,2,0,9,3,1
COC(=O)C1(C)Nc2ccccc2C(=O)N1c1ccccc1OC (stereo unspecified),-3,-3,-3,-1,2,2,1,-3,2

# These rows are one share of the data; count on the stated rates, not on these rows.
